# Growth percent in the NCI-60 one-dose screen (48 h, 10 µM unless noted): 100 = growth as untreated, 0 = no growth, -100 = all killed.
# SNB-75: SNB-75 CNS cancer; hit rate 5% among 79,000
# NCI-H322M: NCI-H322M lung cancer | AID 1794733 | hit rate 2.7% among 80,000
# HCT-15: HCT-15 colon cancer; hit rate 5.2% among 82,000; AID 1794746
# HT29: HT29 colon cancer; hit rate 7.4% among 81,000
# HCT-116: HCT-116 colon cancer | AID 1794798 | hit rate 7.3% among 82,000
# KM12: KM12 colon cancer cells. hit rate 5% among 82,000
# SW-620: SW-620 colon cancer | hit rate 5.2% among 82,000
# COLO 205: COLO 205 colon cancer; hit rate 7.3% among 79,000
# HCC-2998: HCC-2998 colon cancer; AID 1794799; hit rate 4.7% among 79,000
# Active calls of the source: *; x = no result given; & = joins results of further samples. The calls were made as follows: active = growth percent below 10; inactive = the rest.
1: O=C(c1ccccc1)c1c(-c2ccccc2)oc2c1CNC1C(O)=CC=CC21 (configuration not stated)
2: CCCCCCCCn1ccc2cc(NC(=O)CN3CCN(c4nc(C)cc(N5CCCCCC5)n4)CC3)ccc21
3: C[C@H](Nc1nc(N)nc(N)n1)c1nc2cccc(NCc3ccc(C(=O)NO)cc3)c2c(=O)n1-c1ccccc1
4: COc1ccc(/C=C/C(=O)c2ccccc2)cc1OC
5: CC(=O)C(=Cc1ccc2c(c1)OCO2)C(C)=O
6: O=C(CSSCC(=O)c1ccc(Cl)cc1)c1ccc(Cl)cc1
Compound,1,2,3,4,5,6
NCI-H322M,78,105,91,113&97,93,72
HCT-116,53,67,100,23&78,97,35
HCC-2998,75,116,100,97&102,102,63
SW-620,96,86,100,39&94,98,51
HCT-15,49,76,104,47&67,90,87
HT29,78,28,101,52&91,94,93
KM12,48,87,103,25&84,106,45
SNB-75,44,105,100,77&86,93,62
COLO 205,94,83,112,108,119,104

7: O=C(C(=O)c1ccc(Br)cc1)c1ccc(Br)cc1
8: C/C(=C(/c1ccccc1)c1ccc(N2C(=O)c3cccc4c(N5CCOCC5)ccc(c34)C2=O)cc1)c1ccccc1
9: COc1cccc(/C=C2\COc3ccc(O)c(O)c3C2=O)c1
10: Cc1ccc(Nc2cc(Cl)nc(N)n2)cc1Cl
11: Cc1nn(-c2ccccc2)c(N2CCOCC2)c1-c1nc2ccc(C(=O)NN=Cc3ccc(O)cc3)cc2[nH]1
12: CC(C)C[C@H](NC(=O)[C@@H](Cc1ccccc1)n1ccc(Nc2ccccc2)cc1=O)B(O)O
Compound,7,8,9,10,11,12
NCI-H322M,97,71,36,96,105,43
HCT-116,79,38,-7.5*,97,106,-38*
HCC-2998,77,82,20,92,120,-84*
SW-620,99,65,1.9*,99,106,-10*
HCT-15,103,63,1.4*,96,125,29
HT29,109,42,8.6*,103,114,-14*
KM12,96,66,-14*,100,105,-55*
SNB-75,96,64,12,76,96,-19*
COLO 205,92,55,43,101,112,14

# Arranged by heavy-atom count (lowest first): part of the list above.
5: CC(=O)C(=Cc1ccc2c(c1)OCO2)C(C)=O
7: O=C(C(=O)c1ccc(Br)cc1)c1ccc(Br)cc1
4: COc1ccc(/C=C/C(=O)c2ccccc2)cc1OC
6: O=C(CSSCC(=O)c1ccc(Cl)cc1)c1ccc(Cl)cc1
1: O=C(c1ccccc1)c1c(-c2ccccc2)oc2c1CNC1C(O)=CC=CC21 (configuration not stated)
12: CC(C)C[C@H](NC(=O)[C@@H](Cc1ccccc1)n1ccc(Nc2ccccc2)cc1=O)B(O)O
11: Cc1nn(-c2ccccc2)c(N2CCOCC2)c1-c1nc2ccc(C(=O)NN=Cc3ccc(O)cc3)cc2[nH]1
3: C[C@H](Nc1nc(N)nc(N)n1)c1nc2cccc(NCc3ccc(C(=O)NO)cc3)c2c(=O)n1-c1ccccc1
Compound,5,7,4,6,1,12,11,3
NCI-H322M,93,97,113&97,72,78,43,105,91
HCT-116,97,79,23&78,35,53,-38*,106,100
HCC-2998,102,77,97&102,63,75,-84*,120,100
SW-620,98,99,39&94,51,96,-10*,106,100
HCT-15,90,103,47&67,87,49,29,125,104
HT29,94,109,52&91,93,78,-14*,114,101
KM12,106,96,25&84,45,48,-55*,105,103
SNB-75,93,96,77&86,62,44,-19*,96,100
COLO 205,119,92,108,104,94,14,112,112

2: CCCCCCCCn1ccc2cc(NC(=O)CN3CCN(c4nc(C)cc(N5CCCCCC5)n4)CC3)ccc21
8: C/C(=C(/c1ccccc1)c1ccc(N2C(=O)c3cccc4c(N5CCOCC5)ccc(c34)C2=O)cc1)c1ccccc1
Compound,2,8
NCI-H322M,105,71
HCT-116,67,38
HCC-2998,116,82
SW-620,86,65
HCT-15,76,63
HT29,28,42
KM12,87,66
SNB-75,105,64
COLO 205,83,55

# The results go on.
13: Cc1ccc(NC2=CC(=O)C(=O)c3ccccc32)cc1
14: COc1ccc(NC(=O)c2ccc3c(c2)nc(-c2cc4ccccc4[nH]c2=O)n3-c2cc(C(C)(C)C)[nH]n2)cc1
15: Cc1nc(Nc2cccc(Nc3nc(C)c(N=Nc4ccccc4)s3)c2)sc1N=Nc1ccccc1
16: COc1ccc(/C=C\c2cc(OC)c(OC)c(OC)c2)cc1OCC(=O)Nc1ccc2nc(C)sc2c1
17: O=S(=O)(NCCCNc1nccc(-c2c(-c3ccccc3)nc3occn23)n1)c1ccc(C(F)(F)F)cc1
18: O=C(CSc1oc(-c2ccccc2)nc1S(=O)(=O)c1ccccc1)c1ccc(Cl)cc1
Compound,13,14,15,16,17,18
NCI-H322M,-12*,92,77,70,98,95
HCT-116,-27*,86,86,23,89,86
HCC-2998,28,105,100,86,123,106
SW-620,-20*,102,91,38,118,104
HCT-15,11,95,79,28,89,98
HT29,x,106,98,29,76,90
KM12,22,91,48,19,109,95
SNB-75,-19*,76,62,27,111,77
COLO 205,-69*,96,105,75,107,113

# 2 compounds from above, showing only HCT-116, HCT-15 and SNB-75.
no.	molecule	HCT-116	HCT-15	SNB-75
5	CC(=O)C(=Cc1ccc2c(c1)OCO2)C(C)=O	97	90	93
6	O=C(CSSCC(=O)c1ccc(Cl)cc1)c1ccc(Cl)cc1	35	87	62

# Next section:
19: CC(=O)OCCOCCOC(C)=O
20: CC(C)CC(=O)Nc1ccccc1-c1ccccc1
21: O=C1CCCc2nc3ccccc3c(/C=C/c3ccc(Br)cc3)c21
22: Cc1cc2ccccc2[nH]1
23: COc1ccc(/C=N/NC(=O)COc2cc(=O)[nH]c3cc(C)ccc23)cc1
24: CC/C=C\C[C@@H](O)C/C=C1/C(=O)C=C[C@H]1C/C=C\CCCC(=O)O
Compound,19,20,21,22,23,24
NCI-H322M,103,90,91,98,103,100
HCT-116,107,103,69,96,99,96
HCC-2998,101,105,109,104,124,102
SW-620,99,104,90,102,101,77
HCT-15,102,116,79,109,84,102
HT29,107,104,56,102,104,84
KM12,105,105,94,107,91,60
SNB-75,93,96,81,76,94,96
COLO 205,100,110,98,103,105,103

25: C=CCN1c2cccc3cccc(c23)N(CC=C)C1c1cn(-c2ccccc2)nc1-c1cccc([N+](=O)[O-])c1
26: O=C(CSc1nnc2n1N=C(c1ccc(Br)cc1)CS2)c1ccc(Br)cc1
27: COc1cc(OC)c(C(=O)/C=C/c2ccc(OC)c(OC)c2)cc1CC=C(C)C
28: CC(C)CNS(=O)(=O)c1ncnc2nc[nH]c12
29: NC(=O)c1ccccc1Oc1ccc2nnc(-c3ccncc3)n2n1
30: OCC(O)C(O)C(O)C(O)C(O)c1nc2ccccc2[nH]1 (configuration not stated)
Compound,25,26,27,28,29,30
NCI-H322M,94,82,89,109,91,105&106
HCT-116,63,90,48,79,103,94&111
HCC-2998,99,98,98,105,110,112&109
SW-620,81,100,74,93,100,84&101
HCT-15,89,97,64,109,96,106&113
HT29,80,86,86,114,107,94&106
KM12,97,101,81,88,99,101&113
SNB-75,77,82,87,112,86,82&102
COLO 205,x,79,110,128,107,105&117

31: COc1cc(C2C=C(c3ccc(Cl)c(Cl)c3)N=C3SC(C)=CN32)cc(OC)c1OC (configuration not stated)
32: CN1C(=O)C(C2=NN(C=O)C(c3ccc(F)cc3)C2)C(=O)N(C)C1=O (configuration not stated)
33: CCN(CC)c1ccc2cc(NC(=O)OCCNC(=O)CCNC(=O)[C@H](CC(C)C)NC(=O)C(C)(C)NC(=O)C(C)(C)NC(=O)[C@H](CC(C)C)NC(=O)CCNC(=O)C(C)(C)NC(=O)[C@H](CC(C)C)NC(=O)CCNC(=O)[C@@](C)(CC)NC(=O)[C@H](C)NC(=O)CCNC(=O)C(C)(C)NC(=O)[C@H](C)NC(=O)[C@@H]3CCCN3C(=O)[C@@](C)(CC)NC(=O)[C@H](Cc3ccccc3)NC(=O)C3CCCN3C(=O)C(C)(C)NC(=O)C3CCCN3C(=O)C(C)(C)NC(C)=O)c(=O)oc2c1 (some centres not stated)
34: CCC(C#N)C1=CCCCC1 (configuration not stated)
35: COc1ccc(/C=N/N=C(\N)c2c(N)nc(=S)[nH]c2-c2ccc(Cl)cc2Cl)cc1
36: CCOC(=O)c1c[nH]c(CN)c1C
Compound,31,32,33,34,35,36
NCI-H322M,82,106,-80*,103,104,110
HCT-116,-26*,99,-91*,100,100,101
HCC-2998,91,97,-94*,114,118,103
SW-620,51,99,-77*,119,105,103
HCT-15,65,101,-93*,101,106,99
HT29,53,92,-81*,100,106,94
KM12,65,100,-98*,107,104,110
SNB-75,82,94,-92*,99,x,77
COLO 205,81,104,-81*,111,127,104

37: O=S(=O)(NC1c2ccccc2C[C@H]1O)c1ccc(Cl)cc1Cl (some centres not stated)
38: C=CCNC(=O)SCC
39: COc1ccc(-c2nc(S(=O)(=O)c3ccccc3)c(S(=O)CC(=O)N3CCC(C)CC3)o2)cc1 (configuration not stated)
40: CCCCOc1ccc(NC(=O)n2nc(NC(C)=O)c3ccccc32)cc1
41: c1ccc(-c2cn3ccnc3c(-c3ccc4ncn(C5CCCCC5)c4c3)n2)cc1
42: CCOC(=O)C1=C(C)/C(=C\c2[nH]c(C)c(C(=O)OCC)c2C)N=C1C
Compound,37,38,39,40,41,42
NCI-H322M,95,109,73,91,95,94
HCT-116,98,105,-56*,70,41,74
HCC-2998,97,108,91,69,103,109
SW-620,102,110,1.1*,114,91,2.2*
HCT-15,95,101,-48*,68,48,91
HT29,109,x,11,71,52,77
KM12,96,106,68,88,51,82
SNB-75,86,92,72,97,56,89
COLO 205,114,110,49,107,79,85

43: O=S(=O)(O)c1ccc(Cl)c(Cl)c1
44: CC(C)[C@@H](C(=O)O)N1C(=O)c2ccccc2C1=O
45: O=C(Nc1nn2c(-c3cc(C(F)(F)F)cc(C(F)(F)F)c3)nnc2s1)C1CCCC1
46: Cc1cc(C)c(C#N)c(OCCCCn2c(C)cc(C)c(C#N)c2=O)n1
47: O=C1CN2C(c3ccc(Cl)cc3)=CSC2=N1
48: O=C(CSc1nc2ccccc2s1)N1c2ccccc2Sc2ccccc21
Compound,43,44,45,46,47,48
NCI-H322M,127,95,4.3*,95,94,87
HCT-116,105,89,-30*,94,97,73
HCC-2998,104,88,x,97,101,106
SW-620,111,105,15,102,107,89
HCT-15,107,104,14,89,93,74
HT29,109,86,-29*,96,88,92
KM12,111,99,11,101,100,93
SNB-75,92,81,38,64,76,75
COLO 205,117,103,-83*,112,108,x

49: C=C(C)[C@@H]1CC[C@]2(C(=O)NCc3ccc(OCc4cn(-c5ccc(Cl)cc5Cl)nn4)c(OC)c3)CC[C@]3(C)C(CCC4[C@@]5(C)CCC(OC(C)=O)C(C)(C)C5CC[C@]43C)C12 (some centres not stated)
50: COC(=O)c1ccc(Cl)c(Cl)c1
51: COc1cc(-c2cc(-c3cccc(OCC(=O)O)c3)[nH]c(=O)c2C#N)cc(OC)c1OC
52: FC(F)(F)c1ccc(-c2cnc(Cl)nc2NC2CCCCCC2)cc1
53: O=C(CSc1nc2ccccc2c(=O)[nH]1)NNC(=O)c1ccccc1Cl
54: Cc1nc2sc(C(=O)Nc3ccc(Br)cc3)c(N)c2cc1C(=O)c1ccc(C(F)(F)F)cc1
Compound,49,50,51,52,53,54
NCI-H322M,96,99,91,71,116,69
HCT-116,103,93,93,16,109,51
HCC-2998,125,103,110,68,113,68
SW-620,107,103,x,22,104,77
HCT-15,109,100,100,76,107,84
HT29,103,109,112,19,109,66
KM12,100,102,105,17,101,76
SNB-75,131,84,116,50,73,63
COLO 205,121,103,119,22,124,99

55: NC(=NCCCC1(c2ccccc2)CCCC1)Nc1ccc(Cl)cc1
56: CC(=O)/C(C)=N/O
57: C[N+](C)=c1ccc2nc3c(cc(NCCCNc4cc5oc6cc(=[N+](C)C)ccc-6nc5c5ccccc45)c4ccccc43)oc-2c1
58: O=[N+]([O-])c1ccc(C=Nc2cccc(C(F)(F)F)c2)cc1
59: C=C1[C@]2(C)CC3[C@@]4(C)CC[C@H](O)C(C)(C)C4CC[C@@]3(C)[C@@]1(C(=O)OC)C=C(C)C2=O (some centres not stated)
60: COC(=O)Nc1nc2ccc(Sc3ccccc3)cc2[nH]1
Compound,55,56,57,58,59,60
NCI-H322M,36,100&102,25,108,97,55
HCT-116,0.5*,111&122,-37*,123,96,15
HCC-2998,x,103&106,24,122,112,0.2*
SW-620,-33*,107&104,-25*,98,97,19
HCT-15,29,102&104,-29*,101,95,14
HT29,-15*,121&114,-32*,102,92,4.1*
KM12,15,107&100,18,110,99,3.1*
SNB-75,41,87&97,40,78,94,22
COLO 205,-73*,115&115,-65*,119,108,-15*

61: CC(O)C(O)C(O)C(O)/C=N\Nc1ccccc1 (configuration not stated)
62: N#CC12C(=N)n3c(cc(=O)[nH]c3=O)C1OC13CCCCC1C2(C#N)C(=N)O3 (configuration not stated)
63: N#Cc1cnn(C(=O)c2ccccc2Br)c1NC(=O)c1cc(Cl)ccc1Cl
64: O=C(NO)C(=O)NO
65: CNC(=O)CCCC(=O)NCc1ccc(Cl)cc1Cl
66: CCN(CC)Cc1cc(C(C)(C)C)cc(-c2ccccc2)c1O
67: CCN(CC)CCNc1nc(NN2C(=O)c3cccc4cccc(c34)C2=O)nc(N2CCOCC2)n1
Compound,61,62,63,64,65,66,67
NCI-H322M,83,105,99,95,102,119,109
HCT-116,91,100,100,99,90,95,96
HCC-2998,103,110,105,104,111,106,106
SW-620,98,103,x,101,101,92,97
HCT-15,95,105,100,102,116,98,106
HT29,101,98,100,109,112,107,103
KM12,92,106,101,102,107,106,101
SNB-75,91,107,68,86,103,89,59
COLO 205,103,120,104,113,102,115,108
